Bioassay records: PubChem BioAssay, several laboratories
CTSL1 counter = Fasciola hepatica cathepsin L1 inhibitors, primary screen, counter-screen for PFM18AAP inhibitor project, biochemical, QFRET, fluorogenic peptide substrate | recombinant F. hepatica cathepsin L1, Z-Leu-Arg-MCA fluorescence | inhibition, % at 5.96 µM | 300,000 compounds, 0.49% hits | AID 1906, 2009;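 active = inhibition above the mean of all tested compounds plus 3 SD, set per screening campaign, cut at about 17% in these data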;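 also: 0% = plate median of test compound wells and 100% = 1 µM Z-Phe-Ala-diazomethylketone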
HCV core dimer = inhibitors of HCV core protein dimerization, primary screen, biochemical, TR-FRET, high-throughput. TR-FRET GST/Flag-core106 dimerization, 1536-well. inhibition, % at 5 µM. 300,000 compounds, 0.33% hits. AID 1899, 2009;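 active = inhibition above the mean of all tested compounds plus 3 SD, set per screening campaign, cut at about 45% in these data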
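Material: Tagged HCV core106 pair (GST and Flag) | Amount: GST-core106 13.5 nM, Flag-core106 17 nM | Medium: KF-containing HEPES buffer, pH 7.45, DTT, CHAPS, BSA | Reagent: Eu donor and XL665 acceptor anti-tag antibodies | Schedule: 4 h at 22.5 °C | Technique: Time-resolved FRET, ex 340 nm, em 617 and 671 nm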
proCasp3 act = activators of human procaspase-3 D3A mutant, primary screen, biochemical, absorbance, PC-3 D3A mutant, single concentration. activation, % at 8.5 µM. recombinant procaspase-3 D3A, Ac-DEVD-pNA absorbance 405 nm. Caspase-3 (Homo sapiens), P42574. AID 463141, 2010. 330,000 compounds, 0.11% hits;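 active = activation above the mean of all tested compounds plus 3 SD, cut at about 21% in these data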;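 also: 0% = DMSO alone and 100% = DMSO wells spiked with extra 5 µM PC-3 D3A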
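Assay system – Procaspase-3 D3A mutant, all three cleavage aspartates alanine · Controls – DMSO-only low control, 5 µM PC-3 D3A high control · Schedule – 1 h compound preincubation, 2 h substrate hydrolysis at 25 °C · Signal – 405 nm absorbance of p-nitroaniline, reads at 0 and 120 min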
VLA-4 inh = inhibition in human VLA-4 binding assay, primary screen, VLA-4 allosteric modulator project, MLPCN library, flow cytometry, VLA-4 expressing cells. Integrin alpha-4 (Homo sapiens), P13612. ligand binding flow cytometry. inhibition, % (about 7 µM as worked out from the volumes in the protocol). 330,000 compounds, 0.2% hits. AID 2557, 2010; in the data active = inhibition above about 50%
JMJD2C inh = inhibitors of GASC-1 histone demethylase, primary screen, biochemical, fluorescence, DELFIA europium. inhibition, % at 2.35 µM. Lysine-specific demethylase 4C (Homo sapiens), Q9H3R0. 330,000 compounds, 0.069% hits. AID 2099, 2009. GST-JMJD2C(1-420) H3K9me3 demethylation;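 active = more than half of a compound's replicate wells show inhibition beyond 50%, single wells judged on their own value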;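 also: signal counts dimethyl H3K9 product captured on neutravidin plate; 0% = median of DMSO wells and 100% = 0.3 times that DMSO median; strong numbers were not always called active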
Target sequence (Q9H3R0 1-420 limits assumed): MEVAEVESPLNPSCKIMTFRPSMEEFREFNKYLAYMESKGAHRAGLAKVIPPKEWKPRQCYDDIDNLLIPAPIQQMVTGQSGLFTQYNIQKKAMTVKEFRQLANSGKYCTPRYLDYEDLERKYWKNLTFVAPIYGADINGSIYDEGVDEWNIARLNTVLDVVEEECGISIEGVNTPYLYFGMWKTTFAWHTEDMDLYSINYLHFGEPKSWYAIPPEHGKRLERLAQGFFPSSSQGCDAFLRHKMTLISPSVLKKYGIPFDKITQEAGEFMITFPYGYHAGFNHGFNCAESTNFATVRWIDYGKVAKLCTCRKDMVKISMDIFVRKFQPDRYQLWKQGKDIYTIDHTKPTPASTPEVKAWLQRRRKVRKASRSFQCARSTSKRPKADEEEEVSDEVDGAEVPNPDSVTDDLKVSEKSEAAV
proCasp7 act = procaspase-7 activators, primary screen, counter-screen for procaspase-3 activator project, biochemical, absorbance, HTS, human; Caspase-7 (Homo sapiens), P55210; recombinant procaspase-7, Ac-DEVD-pNA absorbance 405 nm; D23A/D198A/D206A triple mutant, cannot self-cleave; scale: DMSO 0, 5 µM enzyme 100; activation, % at 8.5 µM; 330,000 compounds, 0.093% hits; AID 463210, 2010;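 active = percent activation above the screen-wide mean plus 3 SD, cut at about 25% in these data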
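buffer or medium = Zinc-free HEPES/NaCl buffer, pH 7.4 | material = Procaspase-7 triple mutant (PC-7 D3A) | input = 2 µM procaspase-7 mutant as dispensed | signal = Epi-absorbance of released pNA at 405 nm, two timepoints | timing = 1 h preincubation, 2 h reaction | replicates = singlicate compound testing | evaluation = % activation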
GRK2 inh = compounds blocking aptamer binding on GRK2 – biochemical, human GRK2, bead flow cytometry, HTS, primary screen; FAM-aptamer displacement from GRK2; 330,000 compounds, 0.59% hits; AID 488847, 2010; Beta-adrenergic receptor kinase 1 (Homo sapiens), P25098; inhibition of aptamer binding, % at 10 µM;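 active = inhibition of aptamer binding above 40%, roughly 3 SD of noise, on plates passing a quality check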;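 also: median bead fluorescence of bound FAM aptamer so fluorescent compounds give negative values; no value below 0 was filed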
PP1 counter = PP1-alpha phosphatase inhibitors, primary screen, counter-screen for PP5 inhibitor project, biochemical, fluorescence, OMFP substrate, single point | purified PP1alpha | 320,000 compounds, 0.9% hits | inhibition, % at 6.7 µM | AID 2235, 2010 | Serine/threonine-protein phosphatase PP1-alpha catalytic subunit (Homo sapiens), P62136;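 active = inhibition above the mean inhibition of all tested compounds plus 3 SD, computed separately for each screening campaign, cut at about 15% in these data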
PP5 primary = PP5 phosphatase inhibitors, primary screen, biochemical, fluorescence; Serine/threonine-protein phosphatase 5 (Homo sapiens), P53041; purified PP5c, OMFP substrate fluorescence; inhibition, % at 6.7 µM; 320,000 compounds, 0.18% hits;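 active = inhibition above the campaign's mean inhibition across all tested compounds plus 3 SD, cut at about 9.5% in these data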;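 also: 0% = DMSO only and 100% = 100 µM cantharidin control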
Target sequence (P53041 whole entry, looked up): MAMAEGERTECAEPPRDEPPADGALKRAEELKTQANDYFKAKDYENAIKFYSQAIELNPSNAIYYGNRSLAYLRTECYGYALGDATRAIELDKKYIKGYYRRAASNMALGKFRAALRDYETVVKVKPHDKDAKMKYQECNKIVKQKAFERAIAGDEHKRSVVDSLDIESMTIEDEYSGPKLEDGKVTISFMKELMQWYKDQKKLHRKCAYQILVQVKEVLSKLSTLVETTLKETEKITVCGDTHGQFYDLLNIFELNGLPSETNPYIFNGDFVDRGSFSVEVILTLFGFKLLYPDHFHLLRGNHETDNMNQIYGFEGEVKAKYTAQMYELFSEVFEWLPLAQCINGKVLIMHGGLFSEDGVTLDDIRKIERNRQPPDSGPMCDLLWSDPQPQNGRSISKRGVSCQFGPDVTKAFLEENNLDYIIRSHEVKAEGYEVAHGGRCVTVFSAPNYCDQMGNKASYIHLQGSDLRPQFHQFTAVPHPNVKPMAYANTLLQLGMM
Active calls of the source: *; i = inactive; x = no result given.

SMILES | CTSL1 counter | HCV core dimer | proCasp3 act | VLA-4 inh | JMJD2C inh | proCasp7 act | GRK2 inh | PP1 counter | PP5 primary
COc1ccc(CCn2c(-c3cccc([N+](=O)[O-])c3)nc3nc4ccccc4nc32)cc1OC | -3 | -13 | 10 | 15 | 5 | -1 | 0 | 1 | 2.8
C=CCOc1ccc(C2NC(=S)NC(C)=C2C(=O)c2ccccc2)cc1OC (stereo not drawn) | 1 | 11 | -6 | 12 | 13 | -9 | 3 | 5 | 1.5
O=C(NCc1ccncc1)C(=O)NCC1OCCN1S(=O)(=O)c1ccc(F)cc1 (stereo not drawn) | -5 | -7 | 7 | 1 | -1 | 9 | 0 | -3 | 0.9
O=C(Nc1sc2c(c1C(=O)NCC(O)CO)CCCC2)c1ccccc1 (stereo not drawn) | -1 | 2 | -1 | -1 | 13 | -2 | x | -2 | -0.4
Cc1cc(C)cc(NC(=O)C(C)N2C(=O)c3ccccc3C2=O)c1 (stereo not drawn) | -1 | -10 | -2 | 1 | -6 | 4 | 0 | 1 | 0.4
COc1ccc(CN2C(=O)C(C)N(C(=O)c3c(F)cccc3F)c3ccccc32)cc1 (stereo not drawn) | 0 | -7 | 9 | 2 | -17 | -1 | 7 | 4 | 1.7
O=C(CSc1nnc(-c2ccncc2)o1)Nc1cccc(F)c1 | 0 | 0 | 4 | 5 | -3 | 7 | 1 | -5 | -0.5
COc1cc(NC(=O)c2csc3c2CCCC3)ncn1 | 5 | -3 | -4 | 24 | -8 | 8 | 6 | 0 | -1.8
COc1ccc(OC)c(CCNC(=O)CC2(CC3=NS(=O)(=O)c4ccccc4N3)CCCC2)c1 | 2 | 3 | 6 | 39 | -8 | 2 | 0 | -2 | 0.3
C=CCNC(=O)Nc1ccc2nc(C)sc2c1 | 1 | 1 | -2 | -3 | 116 | -7 | 0 | 2 | 1.1
CC1(C)CC(=O)C2=C(C1)NC(SCC(=O)Nc1ccccc1)=C(C#N)C2c1ccco1 (stereo not drawn) | 2 | 13 | 0 | 8 | 4 | -9 | 2 | 2 | 1.4
CC(C)CC1Nc2ncnc(N3CCOCC3)c2N(Cc2ccc(Br)cc2)C1=O (stereo not drawn) | 2 | -8 | -5 | -6 | i | -2 | 0 | -2 | 2.2
CCn1c(=O)c(C(=O)NNS(=O)(=O)c2ccc(NC(=O)OC)cc2)c(O)c2ccccc21 | 1 | -5 | 9 | -43 | 1 | 17 | 1 | 3 | -0.3
O=C(O)CSc1nnc2n(-c3ccccc3)c(=O)c3ccccc3n12 | -3 | 0 | 1 | 19 | 1 | 11 | 1 | -3 | 3.7
S=C(NCCCN1CCOCC1)Nc1ccc(Nc2ccccc2)cc1 | 8 | -7 | 3 | 7 | -29 | 8 | 0 | -1 | 2.2
O=C(Nc1ccnn1C1CCN(Cc2c(F)cccc2Cl)CC1)C1CCCC1 | -4 | 12 | 5 | -101 | -4 | 4 | 31 | -8 | 0.7
CCc1ccc(-c2nc(SCC(=O)c3c(N)n(C)c(=O)n(C)c3=O)n[nH]2)cc1 | x | x | 12 | 0 | 4 | 4 | 0 | x | x
O=C(Nc1ccc(N2CCOCC2)cc1)c1ccc(Cl)nc1 | 3 | -3 | -3 | 2 | -14 | 8 | 3 | -6 | -2.3
Oc1[nH]c2ccccc2c1N=NC(=S)NCCc1ccccc1 | -1 | -2 | 2 | -1 | 14 | 2 | 1 | 5 | 2.0
CS(=O)(=O)c1ccc(CNC(=O)[C@]2(C(F)(F)F)C[C@H](CCc3ccccc3)CCCO2)cc1 | 3 | 17 | 8 | 7 | 10 | 1 | 0 | 1 | 1.2
Nc1nonc1-n1nnc(C(=O)N/N=C/c2c(Cl)cccc2Cl)c1CSC1=NCCS1 | 0 | 8 | 2 | 5 | 60 | -3 | 0 | -5 | 1.1
O=C(Cc1cn2ccsc2n1)Nc1cccc2cnccc12 | -1 | 12 | 4 | 7 | 17 | 6 | 0 | -1 | 0.3
CNC(=S)N(CCc1c(C)[nH]c2ccc(C)cc12)Cc1cc(OC)c(OC)c(OC)c1 | -1 | -4 | 3 | 1 | 2 | 8 | 3 | -2 | 2.6
COc1ccccc1N1CCN(C(=O)COc2ccc(C)cc2Br)CC1 | 4 | 14 | -1 | 6 | 5 | -4 | 0 | 3 | 4.2
Cc1cccn2c(=O)c(C(=O)NC3CC(C)CC(C)(C)C3)c(O)nc12 (stereo not drawn) | 3 | -3 | -3 | -15 | 53* | -1 | 2 | 1 | 0.6
Going on with the list.
SMILES | CTSL1 counter | HCV core dimer | proCasp3 act | VLA-4 inh | JMJD2C inh | proCasp7 act | GRK2 inh | PP1 counter | PP5 primary
Cc1ccc(-c2cn(-c3ccccc3F)c(=S)[nH]2)cc1 | 2 | 0 | -14 | 7 | -12 | -8 | 3 | 0 | -0.2
O=C(CCC(=O)Nc1ccccc1Cl)NNC(=O)COc1ccc([N+](=O)[O-])cc1 | x | x | 4 | 13 | 0 | 2 | 0 | 1 | 1.9
Cc1ccc(Cl)cc1Nc1nc(-c2sc(NC(=O)c3cccc(Cl)c3)nc2C)cs1 | -1 | -20 | -12 | 7 | 2 | -22 | 2 | 3 | -0.1
COc1ccc(CCNC(=O)c2c(C)nn(-c3ccccc3)c2Cl)cc1 | -2 | -4 | 0 | 1 | -2 | 0 | 1 | -1 | 0.1
O=C(NN=C1CCC(=NNC(=O)c2cccnc2)CC1)c1cccnc1 | 4 | -6 | 0 | 11 | 3 | 10 | 4 | 1 | -1.4
Cc1cccc(NC(=O)Nc2cccc(Oc3c(F)c(F)c(F)c(F)c3F)c2)c1 | -1 | -1 | 4 | 10 | -15 | 14 | 0 | 6 | 5.4
O=C1OCC(CO)(CO)N=C1NNc1ccccc1[N+](=O)[O-] | 0 | -4 | -7 | 2 | 3 | -4 | 0 | -1 | 4.2
O=[N+]([O-])c1ccc(N2CCN(S(=O)(=O)c3ccccc3)CC2)cc1NCC1CCCO1 (stereo not drawn) | -1 | 7 | 16 | -4 | -1 | 14 | 3 | -1 | 1.1
Cc1cc(C)nc(SCc2nc3ccccc3n2C)n1 | -3 | -8 | 7 | 5 | 6 | -2 | 2 | 1 | -0.6
O=c1oc2ccccc2cc1-c1csc(Nc2nc3c(F)cccc3s2)n1 | -1 | 24 | -4 | -61 | -28 | 5 | 9 | -3 | -0.1
CCOC(=O)C(=CNc1cc(C)ccn1)C(=O)OCC | 1 | -13 | 0 | -11 | -4 | 13 | 0 | -4 | -2.0
CN(C)c1ccc(C2/C(=C(/O)c3ccccc3)C(=O)C(=O)N2CCCC(=O)O)cc1 (stereo not drawn) | 1 | -3 | -2 | 1 | -2 | -26 | 1 | -3 | -1.1
O=C(Nc1nc(-c2ccc3c(c2)OCCO3)cs1)c1ccco1 | 0 | -2 | -8 | -23 | -5 | -1 | 0 | 2 | 5.0
S=c1[nH]nc(-c2ccc(Cl)cc2)n1CCCN1CCOCC1 | 1 | -1 | 4 | -9 | 3 | -2 | 4 | -4 | -0.4
Cc1ccc(OCc2cc(C(=O)NCC(C)(C)N3CCOCC3)no2)cc1C | -3 | -6 | 5 | -2 | 33 | 1 | 0 | 1 | 0.8
Cc1c(NC(=O)COC(=O)c2ccc(O)cc2)c(=O)n(-c2ccccc2)n1C | x | x | 5 | 1 | x | -8 | 0 | -3 | 0.2
COc1ccc(C2=NN(C(=S)Nc3ccccc3)C(c3ccccc3)C2)cc1 (stereo not drawn) | 1 | -31 | 6 | 11 | 3 | 2 | 6 | 3 | 2.5
COCCN(C(=O)c1ccccc1F)c1nnc(-c2ccc(OC)cc2)s1 | 0 | 3 | 6 | 13 | 1 | 1 | 2 | 3 | -0.5
O=S(=O)(NCc1ccc2c(c1)OCO2)c1ccc(F)cc1 | 1 | 0 | -2 | 15 | -24 | 3 | 0 | 0 | -1.2
O=C(CSc1nc2ccccc2c(=O)n1Cc1ccco1)N1CCN(c2ccccc2)CC1 | 0 | 8 | 1 | 3 | 3 | 11 | 8 | 5 | 2.0
O=C(NCCc1ccccc1)C1CCC(CNS(=O)(=O)c2cccc3cccnc23)CC1 (stereo not drawn) | -2 | 0 | 8 | -4 | 22 | -10 | 3 | 2 | 4.2
COCCNC(=O)C1CCCN(c2nn3c(=O)cc(C)nc3s2)C1 (stereo not drawn) | 1 | -5 | 4 | 8 | 6 | 16 | 1 | -3 | -2.4
COc1ccc(CCC(=O)Nc2cc([N+](=O)[O-])ccc2OC)cc1 | 1 | -5 | -1 | -6 | -6 | -2 | 0 | -3 | -1.3
COc1ccc(/C=C(/NC(=O)c2ccccc2Cl)C(=O)O)cc1 | 1 | 0 | 0 | 17 | 2 | 6 | 0 | -2 | 0.0
Cc1ccc(C2(C)NC(=O)N(CC(=O)Nc3c(C)n(C)n(-c4ccccc4)c3=O)C2=O)cc1 (stereo not drawn) | 0 | -8 | 0 | 13 | 9 | 9 | 0 | -1 | 1.8
N#CC(C(=O)O)=C1CCCC1 | 1 | -6 | 1 | 6 | -14 | -2 | 3 | 0 | -1.6
CCN(C(=O)COC(=O)CNC(=O)c1ccc2ccccc2c1)C1CCS(=O)(=O)C1 (stereo not drawn) | -3 | -1 | -2 | 15 | -13 | 2 | 0 | -7 | 0.7
COc1cc(OC)cc(C(=O)N[C@H](C(=O)NNC(=O)c2ccc(Br)cc2)C(C)C)c1 | x | x | 12 | 2 | -4 | 15 | 0 | x | x
Cc1cc(C(=O)O)ccc1NCc1ccncc1 | -1 | -7 | 5 | 3 | 2 | 6 | 0 | 2 | 0.7
O=c1c2[nH]c3ccc(Br)cc3c2ncn1CCCn1ccnc1 | 1 | -3 | -10 | 3 | 10 | 2 | 0 | -3 | -5.1

An excerpt of these results, with two lines to a compound:
Below each SMILES – CTSL1 counter	HCV core dimer	proCasp3 act	VLA-4 inh	JMJD2C inh	proCasp7 act	GRK2 inh	PP1 counter	PP5 primary
- CCOC(=O)C(=CNc1cc(C)ccn1)C(=O)OCC
  1	-13	0	-11	-4	13	0	-4	-2.0
- CN(C)c1ccc(C2/C(=C(/O)c3ccccc3)C(=O)C(=O)N2CCCC(=O)O)cc1 (stereo not drawn)
  1	-3	-2	1	-2	-26	1	-3	-1.1
- O=C(Nc1nc(-c2ccc3c(c2)OCCO3)cs1)c1ccco1
  0	-2	-8	-23	-5	-1	0	2	5.0
